Screens as filed in PubChem BioAssay.
ERK EGF inh = qHTS Assay for Inhibitors of the ERK Signaling Pathway using a Homogeneous Screening Assay; Stimulation with EGF | HEK293-V1b, EGF-stimulated phospho-ERK AlphaScreen | Potency, µM (titrated, usually from 11.5 µM), without a hit: at the highest dose activity change, negative = inhibition, usual class: inhibitors | actives 0.41% (n = 130,000); active = well fitted inhibition curve with a large enough effect; inconclusive = small, poorly fitted or top-dose-only effect, or effect the other way;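 note: plate controls were stimulated vehicle wells for no effect and unstimulated vehicle basal for full effect; nearly all actives have a fitted effect of over 55% in size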
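Readout: AlphaScreen signal for phosphorylated ERK in lysed HEK293 cells stably expressing V1b. Stimulus 25 nM EGF, 5 min, following 30 min compound exposure. Data scaled to DMSO basal and full EGF activation.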
An asterisk follows results filed as active; ? = inconclusive; [ ] = remark or other dose. Potency is the fitted concentration of half-maximal effect.

SMILES	ERK EGF inh
Cc1ccc(S(=O)(=O)Nc2cc(-c3ccccc3)nn2C)cc1Cl	7.0%[57.5 µM]
CCOC(=O)C1=C(CS(=O)(=O)c2ccc(C)c(C)c2)NC(=O)NC1c1ccc(O)cc1 (centres undefined)	-18.4%
Cc1nc(N2CCC(C)CC2)c2c(C)c(C(=O)Nc3ccc(C(F)(F)F)cc3)sc2n1	-2.2%
Cc1ccc(-n2cccn2)c(CN2CCCC(C(=O)c3ccc4c(c3)OCO4)C2)c1 (centres undefined)	-4.0%
CCCCc1nnc(NC(=O)C2CC(=O)N(c3ccc4c(c3)OCCO4)C2)s1 (centres undefined)	-0.2%
COc1ccc(NC(=O)CNC(=O)Cn2c(C)cc3ccccc3c2=O)c(OC)c1	-13.7%
CCCNC(=O)COc1cccc(C(=O)NCc2ccccc2)c1	-1.4%
COc1ccc(C)cc1NC(=O)c1ccc(-c2ccc(C(C)=O)cc2)o1	-10.6%
COCCN=C1OC(=O)N2C(=O)C3=C4[C@@H](C[C@H]5C(=O)N(c6ccccc6)C(=O)[C@H]5[C@H]4[C@@]12Cc1ccccc1)[C@H]1C(=O)N(c2ccccc2)C(=O)[C@H]1[C@H]3C	-1.2%[57.5 µM]
COc1cc(CNc2ccc(N3CCOCC3)cc2)cc(Br)c1OC	?
O=C(CCc1c[nH]c2ccccc12)N1CCN(c2ccc(F)cc2)CC1	0.4%
Cc1ccc2c(Cl)cc(Cl)c(O)c2n1	31.4%
CCOc1ccc(NC(=NCc2ccc3c(c2)OCO3)SC2CC(=O)N(c3ccc(C(=O)O)cc3)C2=O)cc1 (centres undefined)	?
COc1ccc(CCNC(=O)C(=O)N/N=C/c2cccs2)cc1OC	-5.9%
CC(C)n1cc(/C=C2/NC(=O)N(c3cccc(Cl)c3)C2=O)c2ccccc21	11.5%
COc1ccc(C2CC2/C(C)=N/OC(=O)C2CC2)cc1 (centres undefined)	-3.7%
CCOc1ccc(S(=O)(=O)N/N=C2/CCCC(=O)C2)cc1	1.6%
O=C(Nc1ccc([N+](=O)[O-])cc1)c1ccccc1F	-2.1%
CC(C)OCCCN1CN(S(=O)(=O)c2cccs2)c2nc3ccccc3nc21	7.2%[57.5 µM]
C=CCn1c(SCC(=O)c2ccc(F)cc2)nnc1-c1ccc2c(c1)OCO2	4.7%
CC(C)Cc1nc2c(nnn2Cc2ccccc2F)c(=O)[nH]1	-3.6%[57.5 µM]
Cc1cc(C(=O)CN2C(=O)NC3(CCCCC3C)C2=O)c(C)n1Cc1cccs1 (centres undefined)	3.0%
CCc1nnc(N/N=C/c2ccc(N3CCC(C)CC3)c([N+](=O)[O-])c2)n1N	3.2%
CCOc1ncccc1C(=O)Nc1ccc(F)cc1	-1.3%
CC1(C)CC(=O)C2=C(C1)OC(N)=C(C#N)C2CCc1ccccc1 (centres undefined)	-4.5%
COc1ccc(CC2(CO)CCN(Cc3cnn(-c4ccccc4OC)c3)CC2)cc1	-3.2%
O=C(Cc1ccccc1)N1CCN(S(=O)(=O)c2ccc([N+](=O)[O-])cc2)CC1	7.8%
COc1cccc(C(=O)CSc2nnc(-c3cccs3)o2)c1	6.8%
Cc1ccc(OC(=O)c2sc(Cl)nc2C)cc1C	13.5%
Cn1cccc1C(C#N)(CC#N)c1cccc(F)c1C#N (centres undefined)	0.3%
CCNC(=S)Nc1ccc(Cl)c([N+](=O)[O-])c1	2.0%
CCOC(=O)c1ccc(NC(=O)c2nc[nH]c2C(=O)N(C)Cc2ccccc2)cc1	-7.6%[57.5 µM]
CN(C(=S)SCc1ccccc1)C1CCS(=O)(=O)C1 (centres undefined)	1.2%
O=C(O)c1ccc(NC2=C(Cl)C(=O)c3ccccc3C2=O)cc1	10µM*
CCOc1ncccc1C(=O)Nc1ccc2c(c1)OCO2	-3.5%
COC(=O)Cc1c[nH]c2cccc(OCC(O)CN(Cc3ccccc3)C(C)C)c12 (centres undefined)	16.8%
COc1cc(/C=C2/NC(=O)N(Cc3ccccc3F)C2=O)ccc1O	-6.4%[57.5 µM]
COc1ccc(N2CCN(S(=O)(=O)c3ccc(OC)cc3)CC2)cc1	3.8%
O=C(c1ccccc1Sc1c(Cl)cccc1[N+](=O)[O-])N1CCOCC1	7.9%
OC(CNCC1(N2CCCCC2)CCCCC1)COc1ccc(Cl)cc1Cl (centres undefined)	0.5%
Cc1ccc2[nH]c(C(=O)NN=C3CCCCC3)c(-c3ccccc3)c2c1	10.6%
CC(C)NC(=O)CSc1nnc(-c2ccc(C(C)(C)C)cc2)n1C	1.2%
Cc1ccc2[nH]c(O)c(N=Nc3nc4ccccc4s3)c2c1	-1.1%[57.5 µM]
COc1ccc(N2C(=O)CC(N(CCc3ccccc3)C(=O)/C=C/C(=O)O)C2=O)cc1 (centres undefined)	-3.9%
CCC(=O)NC1=C(Cl)C(=O)C(NC(=O)CC)=C(Cl)C1=O	?
CCN(CC)S(=O)(=O)c1ccc(O)c(C(=O)OCC(=O)Nc2ccc(OC(F)(F)F)cc2)c1	-3.3%
Cc1ccccc1-n1c(C)nnc1SCC(=O)NNC(=O)c1ccccc1	5.6%
Cc1cccn2cc(CCNS(=O)(=O)c3cccc([N+](=O)[O-])c3)nc12	-5.3%[57.5 µM]
O=C(Cn1nc(C(=O)O)c2ccccc2c1=O)Nc1nc(-c2ccccc2)cs1	8.7%[57.5 µM]
Cc1cc(Nc2cccc(C)c2C)n2ncnc2n1	-0.8%
CCCCNC(=O)C1CCN(S(=O)(=O)N2CCOCC2)CC1	-12.3%[57.5 µM]
Cc1ccc(-c2nn3cnnc3c3ccccc23)cc1	-2.0%
Cc1ccc(CSCCNC(=O)CSc2ccccc2)cc1	-0.9%
Cc1nn(CC(=O)Nc2c(C)n(C)n(-c3ccccc3)c2=O)c(C)c1[N+](=O)[O-]	0.3%
CCn1cc(C2=NC(c3ccccc3)CO2)c2ccccc21 (centres undefined)	-3.3%
CCOC(=O)C1(CCCc2ccccc2)CCN(C(=O)C2CCCN(C(N)=O)C2)CC1 (centres undefined)	-0.7%
Cc1ccccc1-c1nc2ccccc2[nH]1	-5.2%
Clc1ccc(OC2CCN(Cc3nc(CC4CC4)no3)CC2)cc1	-8.4%
CC(C)(O)[C@@H]1CCC[N+]2(C)CCCC[C@H]12 (some centres undefined)	-12.2%
Cc1cc(C)cc(-c2nnc(SCc3ccc(C(=O)O)cc3)o2)c1	1.4%
(next part)
SMILES	ERK EGF inh
Cc1ccccc1Oc1ccccc1N	4.1%
Cc1cc(C(=O)N2CCC(C)CC2)on1	-5.4%[57.5 µM]
COC1CCN(C(=O)CC2C(=O)NCCN2CC(C)(C)C)CC1 (centres undefined)	9.7%
CCC(=O)n1nc(-c2ccc(Cl)cc2)nc1SC	-5.4%
COc1ccc(/C=C/C(=O)Nc2cc(C)nn2-c2nc3ccccc3n2Cc2cccc([N+](=O)[O-])c2)cc1	-0.2%
Cc1cccc(NS(=O)(=O)c2ccc3[nH]c(=O)cc(C(=O)OC(C)C(=O)Nc4ccc([N+](=O)[O-])cc4)c3c2)c1 (centres undefined)	-2.4%
CN(C)CCCN(C(=O)COc1ccc(Cl)cc1)c1nc2c(F)cccc2s1	0.9%
CC1(C)CC(NC(=S)Nc2ccc([N+](=O)[O-])cc2)CC(C)(C)N1	-3.9%
COc1ccc(-c2csc(N(Cc3ccco3)C(=O)c3cccs3)n2)cc1	-7.8%[57.5 µM]
COc1ccc(S(=O)(=O)N2CCCCC2)cc1-n1cnnn1	-12.9%
COc1ccc(C(=O)N2CC3(C)CC2CC(C)(C)C3)cc1OC (centres undefined)	2.3%
O=C(Nc1ccc(C(=O)N2CCOCC2)cc1)Nc1cccc2ccccc12	-4.0%
CN(/N=C/c1ccc(Br)o1)C1=NS(=O)(=O)c2ccccc21	-0.2%
O=C(COC(=O)c1ccccc1O)NCCC1=CCCCC1	2.8%
Cc1nn(CCc2nn[nH]n2)c2nc(-c3ccccc3)cc(C(F)(F)F)c12	2.5%
CCN(Cc1ccccc1)C(=O)Cn1c(C(C)O)nc2ccccc21 (centres undefined)	2.4%
CCC(C)NC(=O)/C=C/c1ccc(S(=O)(=O)NCc2ccco2)cc1 (centres undefined)	5.2%
Cc1ccc(OCC(=O)Nc2ccccc2[N+](=O)[O-])c(Br)c1	-0.9%
O=C(Nc1ccc2oc(-c3ccncc3)nc2c1)c1ccc2c(c1)OCCO2	-15.4%[57.5 µM]
COc1cccc(-c2nc3ccccc3c(=O)n2NC(=O)c2cccnc2Cl)c1	-2.3%

Five of the compounds above, with values ahead of the structure:
ERK EGF inh	SMILES
9.7%	COC1CCN(C(=O)CC2C(=O)NCCN2CC(C)(C)C)CC1 (centres undefined)
0.9%	CN(C)CCCN(C(=O)COc1ccc(Cl)cc1)c1nc2c(F)cccc2s1
-3.9%	CC1(C)CC(NC(=S)Nc2ccc([N+](=O)[O-])cc2)CC(C)(C)N1
2.5%	Cc1nn(CCc2nn[nH]n2)c2nc(-c3ccccc3)cc(C(F)(F)F)c12
2.8%	O=C(COC(=O)c1ccccc1O)NCCC1=CCCCC1

Going on with the list:
SMILES	ERK EGF inh
O=C(CCCCCn1nnc2ccccc2c1=O)N[C@H](C(=O)O)c1ccccc1	-14.4%[57.5 µM]
COc1ccc2c(c1)C(=NNC(=O)c1ccccn1)c1cc(OC)ccc1-2	9.3%
COc1ccccc1NC(=O)COC(=O)C1CC2C=CC1C2 (centres undefined)	-4.7%
COc1ccc(C(CC(=O)NCC(OC)OC)NS(=O)(=O)c2ccc(Cl)cc2)cc1 (centres undefined)	6.3%[57.5 µM]
COc1ccc(NC(=O)COc2ccc(N(C)S(=O)(=O)c3ccc(C)cc3)cc2)cc1	9.4%
O=C1c2ccccc2C(=O)N1CN(C(=O)COc1ccc(Cl)cc1Cl)c1cccc(F)c1	-1.8%
O=C(CN1CCN(c2ncccn2)CC1)N1CCCC1	-8.1%
CN(C)CC(C)(C)CNS(=O)(=O)c1ccc(Cl)s1	8.1%
CC(C)C(=O)NNc1ccccc1	10.5%
Cc1nc(-c2ccc(-n3nncc3-c3ccco3)cc2)cs1	-2.4%[57.5 µM]
O=[N+]([O-])c1ccc(O)c(Nc2ncnc3ccccc23)c1	-15.7%
O=c1nc(-c2ccccc2)nc(-c2ccccc2)[nH]1	23.1%[57.5 µM]
CC(C)(C)C(=O)Nc1cccc2[nH]ncc12	-10.1%
CCCCCCCCCCCCCC(=O)N[C@H](C)[C@@H](O)c1ccccc1	-2.9%
COc1ccc(C(=O)NCC(=O)NCCc2c[nH]c3ccccc23)cc1OC	-4.5%
COc1ccc2nc(NC(=O)c3cccnc3SC)sc2c1	3.8%
COc1ccc(/C=N/NC(=O)CCc2nc3ccccc3[nH]2)cc1	2.8%
O=S(=O)(NC1CCCC1)c1ccccc1Cl	0.7%
c1ccc2cc(C3=NCCN3)ncc2c1	-1.7%
CC(O)CNc1nc2ccccc2n1CC(=O)NC12CC3CC(CC(C3)C1)C2 (centres undefined)	-6.4%

In the list so far, these have a thiophene ring, fused or not:
SMILES	ERK EGF inh
Cc1nc(N2CCC(C)CC2)c2c(C)c(C(=O)Nc3ccc(C(F)(F)F)cc3)sc2n1	-2.2%
COc1ccc(CCNC(=O)C(=O)N/N=C/c2cccs2)cc1OC	-5.9%
CC(C)OCCCN1CN(S(=O)(=O)c2cccs2)c2nc3ccccc3nc21	7.2%[57.5 µM]
Cc1cc(C(=O)CN2C(=O)NC3(CCCCC3C)C2=O)c(C)n1Cc1cccs1 (centres undefined)	3.0%
COc1cccc(C(=O)CSc2nnc(-c3cccs3)o2)c1	6.8%
COc1ccc(-c2csc(N(Cc3ccco3)C(=O)c3cccs3)n2)cc1	-7.8%[57.5 µM]
CN(C)CC(C)(C)CNS(=O)(=O)c1ccc(Cl)s1	8.1%

Additional results.
SMILES	ERK EGF inh
Cc1c(NC(=O)C(CC(=O)O)NCc2ccco2)c(=O)n(-c2ccccc2)n1C (centres undefined)	6.1%
O=C(NCc1ccccc1)C(=O)NCC1OCCN1S(=O)(=O)c1ccc2c(c1)OCCO2 (centres undefined)	-2.9%
CCOc1ccc(S(=O)(=O)N2CCOCC2)cc1[N+](=O)[O-]	-13.6%
Cc1cc(C(=O)N/N=C/c2c(C)nn(-c3ccccc3)c2C)n[nH]1	0.6%[57.5 µM]
O=c1cnnc(Nc2cccc(C(F)(F)F)c2)[nH]1	-8.5%[57.5 µM]
O=C(CSc1nncn1-c1ccccc1)NC1CCCCC1	-3.0%
O=C(NN1C(=O)C2C3C=CC(C3)C2C1=O)C(O)c1ccccc1 (centres undefined)	-20.8%
O=C(CSc1nc(-c2ccc(F)cc2)nc2c1Cc1ccccc1O2)Nc1ccc(C(=O)O)cc1	-1.7%
O=C(Nc1ccc(F)c(F)c1)c1oc2ccccc2c1NC(=O)C1CCCO1 (centres undefined)	11.6%
CCOC(=O)C1(Cc2ccc(OC)cc2)CCN(C(=O)C2=CCCC2)CC1	0.5%
NC(=O)[C@H]1CC2(CC(c3cccc(NC(=O)COc4ccc(Cl)cc4)c3)=NO2)CN1C(=O)CC(c1ccccc1)c1ccccc1 (some centres undefined)	-3.7%[57.5 µM]
O=C1CC(C(=O)Nc2ccccc2)S/C(=N\N=C\c2ccco2)N1 (centres undefined)	-4.4%
COc1ccc(/C=C2\Sc3ccc(C(=O)NCc4cccnc4)cc3N(C)C2=O)cc1OC	-5.9%
COCCNC(=S)N(CCc1c(C)[nH]c2ccc(C)cc12)Cc1ccco1	-4.1%
CCN(CC)CCCNC(=O)CCC(=O)NNc1nc2ccccc2c2nc(C)nn12	-8.2%
C=CCNC(=S)Nc1ccc(Cl)cc1F	-1.4%
O=C(N/N=C\c1ccc(Cl)s1)c1ccc(Cn2cccn2)o1	-6.9%
O=C(CCS(=O)(=O)c1ccccc1)N1CCOCC1	-1.2%
CC(C)CCOc1ccc(/C=C2\CCn3c2nc2cc(C(=O)O)ccc2c3=O)cc1	-5.7%

Some of the compounds tested, so the mix of outcomes need not match the whole.
